# Screens (PubChem BioAssay)
# Rat MKP-3 inhibitors: MKP-3 phosphatase inhibitors, primary screen, biochemical, rat enzyme, in vitro (AID 425) | recombinant MKP-3 phosphatase activity, fluorescence; higher % means a stronger effect | inhibition, % at 20 µM; hits with a dose series show IC50 in µM | 0.17% of 110,000 active; in the data active = inhibition above about 50%;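 also: plate controls were vehicle for no effect and reference inhibitor for full effect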
# Hsp70 displacement: Hsp70 inhibitors, probe displacement, primary screen, biochemical, fluorescence polarization (AID 583) | Hsp70 fluorescence polarization probe displacement, mP; higher % means a stronger effect | displacement, % at 20 µM, or IC50 in µM where a hit was titrated | 0.06% of 140,000 active; in the data active = displacement above about 50%;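 also: plate controls were vehicle for no effect and reference ligand for full effect; a part of the inactive calls stands beside numbers as strong as those of hits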
# * hit, by the source's call; · = no result given; & = joins results of further samples.
SMILES	Rat MKP-3 inhibitors	Hsp70 displacement
CCCc1nnc(NC(=O)c2ccc(N3C(=O)C4C5C=CC(C5)C4C3=O)cc2)s1 (stereo not given)	·	-0.6%
O=C(OCCCN=C1NS(=O)(=O)c2ccccc21)c1ccccc1F	·	3.9%
CN1CCN(c2nc3nonc3nc2N2CCN(C)CC2)CC1	-2%	12%
Cc1ccc(N2CC(C(=O)Nc3ccccc3C(C)C)CC2=O)cc1 (stereo not given)	1%	6.1%
COc1cc(C2=NOC(C(=O)N3CCN(c4ccc(F)cc4)CC3)C2)cc(OC)c1OC (stereo not given)	-1%	-0.5%
O=C(O)c1cnn2c(C(F)F)cc(C(F)F)nc12	·	4.1%
COC(=O)c1ccccc1NC(=O)CN1CCC(n2nnc3cc(C)ccc32)CC1	-8%	-1.9%
CCOC(=O)N1CCN(C(=O)C2c3cc(OC)c(OC)cc3C(=O)N3CCc4ccccc4C23)CC1 (stereo not given)	1%	-3.6%
Cc1ccc(S(=O)(=O)C(C#N)c2nc3ccccc3nc2N2CC(C)OC(C)C2)cc1C (stereo not given)	-2%	-2.9%
CC(C)(C)C(=O)Nc1ccc(C(=O)Oc2ccccc2)c(O)c1	2%	4.3%
COc1ccc(OC)c(S(=O)(=O)N2C(C)CCCC2C)c1 (stereo not given)	-6%	0.3%
Cc1cc(C)n(CCOc2ccc(Cl)cc2Cl)n1	-2%	0.6%
O=C(Nc1ccc(Cl)c(Cl)c1)N1CCN(C(c2ccccc2)c2ccccc2)CC1	0%	-5.4%
CCN1C(=O)/C(=C\c2cccc([N+](=O)[O-])c2)C(C(=O)OC)=C1C	3%	-0.2%
COc1ccc(N2CCN(C(=O)c3ccc(-n4nc(C)cc4C)cc3)CC2)cc1	-7%	1.3%
O=C(COc1cccc2ccccc12)Nc1cccnc1	3%	1.9%
COc1cccc(-c2noc(CCC(=O)Nc3cccnc3)n2)c1	0%	6.2%
CCC(=O)Nc1ccc(NC(=S)NC(=O)c2ccco2)cc1	-3%	-0.9%
COc1ccc(/C=C/C(=O)Nc2ccc(Br)cc2C(=O)c2cc(OC)c(OC)c(OC)c2)cc1OC	8%	-1.6%
Cn1c(=O)c2c(nc(CN3CCN(c4ccccc4)CC3)n2CCc2ccccc2)n(C)c1=O	·	2.9%
C=CCOc1c(Cl)cc(/C=C2/C(=O)NN(c3ccc(F)cc3)C2=O)cc1OC	9%	1.9%
CN(Cc1ccco1)C(=O)C1CCC(=O)N1Cc1ccc(F)cc1 (stereo not given)	·	-3.6%
C=CCNC(=S)Nc1ccc(C(=O)OCC)cc1	1%	3.8%
COc1cccc(-c2csc(NC(=O)C3CC3)n2)c1	4%	-0.7%
O=c1cc(-c2ccccc2Cl)c2c([nH]1)CCC2	-10%	6.9%
O=C(N/N=C/c1cc([N+](=O)[O-])ccc1O)c1cccc(N2CCCC2=O)c1	1%	-0.5%
CC(=O)N/C(=C/c1ccc(Cl)cc1)C(=O)N1CCOCC1	0%	-1.6%
CCCn1c(=NC(=O)c2ccco2)c(C(=O)OCC)cc2c(=O)n3ccccc3nc21	-7%	3.7%
O=C(NCCc1ccc(Cl)cc1)C1CC(=O)N(c2ccc(Br)cc2)C1 (stereo not given)	4%	1.5%
COc1ccccc1/C=C1\SC(N2CCC(C)CC2)=NC1=O	5%	-3.1%
O=C1c2cccc([N+](=O)[O-])c2C(=O)N1CC(=O)N1c2ccccc2Sc2ccc(C(F)(F)F)cc21	2%	3.6%
Cc1c(N=C2NC(=O)C(CC(=O)Nc3ccc(Cl)cc3)S2)c(=O)n(-c2ccccc2)n1C (stereo not given)	-2%	-1.9%
Cc1ccc(-c2nnc(SCC(=O)N3CCN(c4ccccc4)CC3)o2)cc1	-5%	-1.0%
Cc1ccc(-n2c(=O)c3cc4c(=O)n(-c5ccc(C)c(C)c5)c(=O)c4c(C(=O)c4ccccc4)c3c2=O)cc1C	0%	5.4%
CCOC(=O)CN1C(=O)C(=O)c2cccc(C)c21	-4%	-4.3%
Cc1c(N=Cc2nc3ccccc3n2C)c(=O)n(-c2ccccc2)n1C	-5%	-2.3%
O=C(O)CSc1nnc(CNc2ccccc2Cl)n1-c1ccccc1	-13%	-4.7%
CC(=O)N1c2ccccc2NC2=C(C(=O)CC(C)(C)C2)C1c1cccc(F)c1 (stereo not given)	2%	5.7%
CN1CCc2c(sc(NC(=O)c3ccc(S(=O)(=O)N4CCOCC4)cc3)c2C(N)=O)C1	-4%	-12%
CCc1cccc(NC(=O)C2CCCC2)c1	0%	12%
CCOc1ccc(N2C(=O)C3C(C(=O)OC)=NN(C(C)=O)C3C2=O)cc1 (stereo not given)	-1%	5.8%
Cc1ccc(S(=O)(=O)Nc2cc(Sc3nc(C)cc(C)n3)c(O)c3ccccc23)cc1	5%	-4.6%
Cc1ccccc1C(=O)Nc1sc2c(c1C(=O)N1CCOCC1)CCCCC2	2%	-5.1%
CCOc1ccc(N(CC(=O)Nc2cccc(Br)c2)S(=O)(=O)c2ccc(SC)cc2)cc1	-4%	-0.7%
Cc1ccc(C2N(c3cccc(Cl)c3)C(=O)C3CCCN32)o1 (stereo not given)	-2%	-2.7%
Cc1ccc(Nc2nc(N3CCOCC3)nc(N3CCOCC3)n2)cc1	-8%&-1%	1.1%&1.4%
Nc1sc2c(c1C(=O)Nc1ccccc1Cl)CCC2	7%	-12%
C=CCn1c(=O)n2ncnc2c2c3c(sc21)CCCC3	·	0.2%
Cc1nn(C(C)(C)C)c(OC(=O)c2ccco2)c1Sc1ccccc1	·	0.2%
COc1cc(NC(=O)c2cccs2)ccc1NC(=O)c1ccco1	-8%&3%	-1.1%&0.2%
COc1ccccc1/C=C1\SC(=S)N(NC(=O)c2ccccc2)C1=O	4%	-2.8%
O=C(O)c1ccc(N2C(=O)CC(SC(=NCCc3ccccc3)Nc3ccc(F)cc3)C2=O)cc1 (stereo not given)	3%	0.2%
O=C1N=c2ccccc2=C1c1sc(=O)n(-c2ccc(O)cc2)c1O	1%	-21%
CCSc1nnc(NC(=O)c2ccc3ccccc3n2)s1	·	-3.7%
O=C1S/C(=C\c2ccc3c(c2)OCO3)C(=O)N1Cc1ccccc1	3%	-2.3%
O=C(c1scc2c1CCCC2)N1CCCCC1	-5%	·
NNC(=O)c1cc2c(s1)CCCCCC2	·	-0.1%
COc1ccccc1/C=C1\SC(=S)N(NC(=O)c2cccc([N+](=O)[O-])c2)C1=O	0%	5.5%
CC(C)Cc1ccc(S(=O)(=O)N2CCCC2)cc1	·	1.9%
Cc1ccc(N2CC(C(=O)OCc3ccc([N+](=O)[O-])cc3)CC2=O)cc1 (stereo not given)	2%	-4.9%&2.8%

# Remaining list, next part.
SMILES	Rat MKP-3 inhibitors	Hsp70 displacement
O=C(O)C(c1ccccc1)C(c1ccccc1)c1ccccc1 (stereo not given)	0%	6.4%
Cc1cccc(/C(N)=N/OC(=O)COc2ccccc2C)c1	1%	0.5%
O=C(Nc1ccccc1-c1ccccc1)c1ccc(Br)o1	·	1.5%
O=C(c1ccc(F)cc1F)n1nnc2ccccc21	1%	-0.8%
CC(C)c1cc(NS(=O)(=O)c2ccccc2N)cc(C(C)C)c1O	2%	0.2%
CCCN1C(=O)C(NC(=O)c2ccncc2)(C(F)(F)F)C2=C1CC(C)(C)CC2=O (stereo not given)	-2%	·
CCOC(=O)N1CCC2(CC1)CC(=O)c1cc(O)ccc1O2	2%	-3.2%
CSc1nncn1/N=C/c1ccccc1F	·	3.8%
CC1Cc2ccccc2N1C(=O)CSc1nc2ccccc2n1CC(=O)N1CCOCC1 (stereo not given)	1%	-0.1%
COc1ccc(-c2ccc(SCC(=O)N3CCOCC3)nn2)cc1	-1%	1.3%
CCOC(=O)C1CCN(Cc2nc(-c3ccc(OC)c(OC)c3)no2)CC1	-6%	-1.1%
Cc1ccc(N(CC(=O)N/N=C/c2ccccc2)S(=O)(=O)c2ccccc2)cc1	-1%	-3.6%
CCn1nc(C(=O)OCc2c(C)noc2C)c2ccccc2c1=O	-9%	-5.3%
Cc1ccc(-c2nc3cc(Cl)cc(Cl)c3o2)cc1NC(=O)Cc1ccccc1	-1%	1.4%
O=C(c1cccs1)c1ccc(-c2cccs2)s1	-6%	-5.2%
Cc1ccc(-c2csc(/C(C#N)=C/c3sccc3C)n2)cc1C	0%	-4.4%
NC(=O)c1c(NC(=O)c2ccc(Br)cc2)sc2c1CCCCCC2	0%	-4.6%
COc1ccc(/C=N/N2CCN(Cc3cccc4ccccc34)CC2)cc1Br	-1%	-3.0%
Nn1c(SCC(=O)N2CCCCC2)nnc1-c1ccncc1	-7%	-4.6%
O=C(NCC1CCCO1)c1cccc(Br)c1 (stereo not given)	-5%	3.0%
O=C(Cc1ccccc1)NCC1CCCO1 (stereo not given)	-2%	0.7%&-4.3%
Cc1ccc(C(=O)Nc2cccc(F)c2)cc1S(=O)(=O)N1CCCCC1	4%	1.5%
Cc1ccc(-c2cnc(-c3ccncc3)o2)cc1	-12%	-8.7%
O=c1[nH]c(=O)n(-c2cccc3ccccc23)c(O)c1/C=C1\C=Nc2ccccc21	7%	-7.1%

# Arranged by length of the SMILES (ascending): 5 of the compounds above.
SMILES	Rat MKP-3 inhibitors	Hsp70 displacement
O=C(Cc1ccccc1)NCC1CCCO1 (stereo not given)	-2%	0.7%&-4.3%
O=C(NCC1CCCO1)c1cccc(Br)c1 (stereo not given)	-5%	3.0%
Cc1ccc(-c2cnc(-c3ccncc3)o2)cc1	-12%	-8.7%
Cc1ccc(C(=O)Nc2cccc(F)c2)cc1S(=O)(=O)N1CCCCC1	4%	1.5%
Cc1ccc(-c2nc3cc(Cl)cc(Cl)c3o2)cc1NC(=O)Cc1ccccc1	-1%	1.4%

# The list goes on:
SMILES	Rat MKP-3 inhibitors	Hsp70 displacement
COc1ccc(C2(CNC(=O)C3(c4ccccc4)CCCC3)CCCC2)cc1OC	1%	2.8%
CC(C)OC(=O)c1sc2cc([N+](=O)[O-])ccc2c1Cl	1%	4.3%
Cc1ccc(NCc2nnc(SCC(=O)Nc3cc(C)on3)n2C)cc1	·	4.1%
CC1CCc2cc(F)ccc2N1C(=O)C1(C)CC1(Cl)Cl (stereo not given)	·	-1.6%
O=C(CCCn1c(=S)[nH]c2cc3c(cc2c1=O)OCO3)N1CCN(c2ccc(Cl)cc2)CC1	4%	-4.5%
CCN1C(=O)/C(=C\c2ccccc2Sc2ccc(Cl)cc2)SC1=S	4%	-4.7%
O=C(c1ccc(S(=O)(=O)N2CCCC2)cc1)N1CCN(Cc2ccc3c(c2)OCO3)CC1	0%	4.1%
Cc1ccc(/C(O)=C2/C(=O)C(=O)N(CCCCCC(=O)O)C2c2ccccc2)cc1 (stereo not given)	3%	-1.2%
O=C1NC(=S)N/C1=C\c1ccc(F)c(Br)c1	8%	-10%
C=C(C)CNC(=S)NC1=C(C)N(C)N(c2ccccc2)C1=C	2%	-3.3%
C=CCNS(=O)(=O)c1nc(C)c(Cl)c(C)c1C#N	2%	3.5%
COc1ccc(/C=N/Nc2ncc(-c3ccccc3)cn2)c(OC)c1	·	6.5%
O=C(Cc1ccccc1)Nc1ccc(N2CCOCC2)cc1N1CCOCC1	-12%	-1.3%
Cc1ccccc1-c1nnc2c3ccccc3c(C)nn12	·	-4.2%
CCOC(=O)C1=C(C)NC2=C(C(=O)CC(c3ccccc3)C2)C1c1ccc(C)o1 (stereo not given)	3%	-0.3%
COc1ccc(OC)c(-n2c(SCC(C)=O)nnc2-c2cccc(S(=O)(=O)N(C)C)c2)c1	0%	-0.2%
O=C(NCCc1ccc(F)cc1)C(=O)Nc1ccccc1	-2%	-0.3%
COc1cccc(-n2nnnc2SCC(=O)NCc2ccc3c(c2)OCO3)c1	-8%	-4.1%
O=C(c1ccc(Br)cc1)c1ccc2c(c1)OCCCO2	2%	0.4%
C=CCn1c(=O)c2ccccc2n2c(SCC(=O)Nc3cc(C)on3)nnc12	-6%	4.3%
COc1cccc(-c2nc(-c3ccc(NC(=O)c4cccnc4)cc3)no2)c1	-8%	-0.4%
CC1=C(C(=O)OC2CCCCCCC2)C(c2cc3c(cc2Br)OCO3)CC(=O)N1 (stereo not given)	·	-3.5%
COc1ccc(-n2c(=O)cc(N3CCOCC3)[nH]c2=O)cc1	4%	-2.3%
Cc1ccc2nc(CCc3nc4ccc(C)cc4o3)oc2c1	-3%	2.3%
CCC(CC)c1nnc(NC(=O)c2ccc3ccccc3n2)s1	·	0.7%
Cc1nc(=O)c(-c2ccccc2)c(C)n1-c1cccc(C(=O)O)c1	-12%	-0.4%
CC(=O)N1CCN(S(=O)(=O)c2ccc(S(=O)(=O)NCC(C)C)cc2)CC1	-10%	2.6%
COc1cccc(CC(NC(C)=O)C(=O)NC2CCN(c3nc(C)cc(C)c3C#N)CC2)c1 (stereo not given)	-1%	7.0%
O=C(NC(=S)Nc1ccc(Cl)cc1Cl)c1ccco1	2%	-0.6%
CC(C)NC(=O)c1ccc(-c2cc(C(F)(F)F)ccc2Cl)o1	·	-0.8%
CC(C)(C)c1ccc(C(=O)N2CCC(C(=O)NCc3ccco3)CC2)cc1	·	-1.0%
COC(=O)c1ccc(Oc2nc(Nc3ccccc3)nc(N(C)C)n2)cc1	1%	-1.2%
Cc1nnc2n(c1=O)C(CS(=O)(=O)c1ccccc1)CS2 (stereo not given)	0%	-7.5%
O=C(Cc1cccc2ccccc12)N1CCN(c2ccccc2)CC1	0%	5.2%
Cc1ccc(Nc2nc(Oc3ccc(OCc4ccccc4)nn3)nc(N3CCOCC3)n2)cc1	9%	-5.8%

# An excerpt (hit frequency here may not be typical).
